Yfh1-off respiration = mitochondrial function rescue without frataxin homolog – Friedreich's ataxia, plus single-dose screen, dose response (AID 1465); S. cerevisiae Yfh1-off respiration, WST-1 reduction, 72 h; higher fold induction means a stronger effect; fold induction at 50 µM, or EC50 in µM where a hit was titrated; actives 0.074% (n = 220,000);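 active means fold induction of absorbance versus untreated yeast above a set limit, then at least 30% activation at any dose in follow-up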;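 further: activators that raise dye reduction in frataxin-depleted yeast; strong numbers were not always called active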
PMI inhibition = human PMI inhibitors, high substrate, primary screen, biochemical, fluorescence intensity, high mannose 6-phosphate (AID 1220) | one-dose inhibition, % at 20 µM; IC50 in µM for titrated hits | actives 0.66% (n = 190,000) | recombinant PMI enzyme, coupled fluorescence intensity; higher % means a stronger effect
M1AAP inhibition = malaria alanyl aminopeptidase activity blockers – biochemical, fluorogenic H-Leu-NHMec substrate, 1536-well (AID 1445). inhibition, % at 30 µM; hits with a dose series show IC50 in µM. recombinant M1AAP, H-Leu-NHMec fluorogenic kinetic assay; higher % means a stronger effect. actives 0.42% (n = 220,000);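 active means primary inhibition above the hit cutoff, then over 50% inhibition at one or more dose response concentrations, cut at about 23% in these data, passing the limit was not always enough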;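 further: plate controls were DMSO full reaction for no effect and no enzyme background for full effect; strong numbers were not always called active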
TNAP activation fold = stimulation of alkaline phosphatase TNAP activity – biochemical, luminescent, no phosphate acceptor, uHTS, primary screen (AID 1001). actives 0.03% (n = 200,000). one-dose activation fold at 20 µM; EC50 in µM for titrated hits. purified TNAP, luminescent activation assay, no phosphate acceptor; higher activation fold means a stronger effect; in the data active means activation fold from about 3, or a potency from the dose series; inactive means the rest, 99 in 100 with activation fold below about 1.6; further: many of its hits are not listed in these tables
P. falciparum M17LAP = P. falciparum M17LAP inhibitors, primary screen, biochemical, fluorogenic H-Leu-NHMec substrate, 1536-well (AID 1619); actives 0.38% (n = 220,000); recombinant M17LAP, H-Leu-NHMec fluorogenic kinetic assay; higher % means a stronger effect; inhibition, % at 30 µM; hits with a dose series show IC50 in µM;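 active means compound inhibiting the enzyme by more than half at any dose during confirmatory dose-response retesting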;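 further: plate controls were full reaction with DMSO carrier for no effect and no enzyme background for full effect; strong numbers were not always called active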
XIAP displacement = XIAP antagonists, biochemical, IAP family, fluorescence polarization (AID 1018); XIAP BIR domain, fluorescence polarization peptide displacement; higher % means a stronger effect; actives 0.007% (n = 200,000); one-dose displacement, % at 20 µM; IC50 in µM for titrated hits; in the data active means displacement above about 50%; further: a part of the inactive calls stands beside numbers as strong as those of hits
LYP phosphatase = inhibitors of LYP phosphatase, biochemical, fluorescence intensity, uHTS (AID 1779); one-dose inhibition, % at 11.5 µM; IC50 in µM for titrated hits; actives 0.054% (n = 290,000); recombinant LYP phosphatase, fluorescence intensity; higher % means a stronger effect;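 further: plate controls were vehicle with enzyme for no effect and no enzyme for full effect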
PMI inhibitors = MPI enzyme activity inhibition – biochemical, fluorescence intensity, coupled assay, primary screen (AID 1209). purified PMI enzyme, coupled fluorescence intensity; higher % means a stronger effect. actives 0.42% (n = 190,000). inhibition, % at 20 µM, or IC50 in µM where a hit was titrated;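 further: plate controls were DMSO vehicle for no effect and wells lacking substrate for full effect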
WT yeast gro inh = growth inhibition of WT yeast, mitochondrial fusion screen | inhibition, % at 10 µM | actives 2.1% (n = 190,000) | mitochondrial fusion phenotypic screen, WT strain; in the data active means inhibition above about 58%; tested in S. cerevisiae
WT yeast gro inh mutant strain = second read-out of WT yeast gro inh, no call of its own (marks repeat the call); inhibition, %; mitochondrial fusion phenotypic screen, mutant strain inhibition
An asterisk follows results filed as active; i = inactive; x = no result given. Unless noted, no stated cut-off is given here; in the data, active means inhibition above about 50%; inactive means the rest.

SMILES	Yfh1-off respiration	PMI inhibition	M1AAP inhibition	TNAP activation fold	P. falciparum M17LAP	XIAP displacement	LYP phosphatase	PMI inhibitors	WT yeast gro inh	WT yeast gro inh mutant strain
COc1cccc(C(=O)NCc2n[nH]c(=S)n2-c2cccc(C)c2)c1	i	-2%	5%	1	14%	-3.7%	-4%	0%	6	22
CC(C)Sc1nnc(NC(=O)c2ccco2)s1	i	7%	6%	1.2	27%	-5.4%	-2%	12%	0	-12
COc1ccc(CN2CCN(C(=O)c3cccnc3)CC2)cc1Br	i	5%	-9%	1.1	20%	2.6%	-4%	12%	-11	-16
COc1ccc(C2=NOC(C(=O)O)C2)cc1 (stereo not given)	i	-9%	4%	1	6%	0.9%	-2%	-10%	0	1
COc1ccc2cc(Br)ccc2c1CC(=O)NC(C)(C)C	i	1%	2%	1.1	-9%	-9.3%	-2%	0%	-16	-3
COCCCNCC(O)COc1cccc2[nH]c(C)cc12 (stereo not given)	i	3%	3%	1.1	3%	-5.5%	-7%	-1%	4	-11
COc1ccc(C2(C(=O)NCCCN(C)C)CCOCC2)cc1	i	6%	8%	1.1	1%	-1.0%	-2%	7%	13	2
CCCCN(C)S(=O)(=O)c1ccc(C(=O)Nc2nnc(C3=COCCO3)o2)cc1	i	-34%	-8%	1.1	7%	-5.0%	-6%	-45%	10	12
Cc1ccc(OCC(=O)N2CCCCCC2)c(C)c1	i	4%	5%	1.1	25%	-1.8%	-6%	8%	15	12
CN(C)S(=O)(=O)c1ccc(/C(O)=C2/C(=O)C(=O)N(Cc3cccnc3)C2c2ccncc2)cc1 (stereo not given)	i	-14%	2%	1.1	27%	-22%	2%	-10%	-2	8
O=C1C(Cl)=C(NCCc2ccccc2)C(=O)N1CCc1ccccc1	i	-14%	10%	0.8	-3%	-7.8%	3%	-10%	x	x
O=C(CN1C(=O)c2ccccc2S1(=O)=O)NCCSC1CCCCC1	i	0%	-2%	1.1	9.3µM*	-7.2%	-6%	11%	3	-4
C#CCOCCOCCOCCNc1nc(N2CCN(C(=O)[C@H](Cc3ccc(O)cc3)n3cc([C@@H](N)C(C)CC)nn3)CC2)nc(N2CCN(C(=O)[C@H](CCCCN)n3cc([C@@H](N)CO)nn3)CC2)n1 (stereo not given in full)	i	-9%	2%	1.1	1%	-6.3%	-8%	-11%	7	7
COCCn1c(-c2ccc(C#N)cc2)nc2c1c(=O)[nH]c(=O)n2Cc1ccccc1	i	-10%	3%	1	2%	-5.3%	-22%	-9%	5	-10
NC(=O)c1cccnc1Oc1ccc(Cl)cc1Cl	i	x	5%	x	14%	x	0%	x	x	x
O=C1CC(c2nc3ccccc3[nH]2)CN1c1cccc(C(F)(F)F)c1 (stereo not given)	i	3%	0%	1	17%	-13%	5%	2%	-10	-5
Nc1nc(-c2cccnc2)nn1C(=O)c1ccco1	x	4%	3%	1.1	13%	-1.5%	-6%	10%	3	13
CN1CCN(Cc2nc(Cc3cccc(F)c3)no2)CC1c1ccccc1 (stereo not given)	i	2%	x	1.1	x	-11%	-14%	6%	-11	-16
CCn1c(=O)[nH]c2ccccc2c1=O	i	2%	1%	0.9	8%	-3.2%	-3%	-8%	0	8
COc1ccc(-c2[nH]c3ccccc3c2SCCNC(=O)c2ccccc2)cc1	x	7%	-2%	1.1	12%	-3.1%	3%	7%	50	17
CC(C)NC(=O)C(OC(=O)c1ccccc1)C(OC(=O)c1ccccc1)C(=O)O (stereo not given)	i	-1%	-3%	1.1	5%	-3.8%	-3%	0%	-1	0
CC1(C)CC(CCC(=O)NC(=S)Nc2ccccc2Cl)C(=O)O1 (stereo not given)	i	4%	8%	1	-2%	-1.7%	-2%	3%	5	-11
COc1ccc(OCCC(=O)NCc2ccccc2)cc1	i	8%	11%	1.2	6%	-6.0%	1%	12%	1	-7
O=C(/C(=N\Nc1ccccc1)Sc1nnnn1-c1ccccc1)c1ccccc1	i	-4%	8%	1.1	-2%	-4.6%	-5%	18%	-13	6
CC/C(=N\NC(=O)Nc1nonc1N)c1ccc(OC)c(OC)c1	i	x	9%	x	6%	x	-3%	x	x	x
CCc1nnc(NC(=O)CSc2nnc(-c3cc4ccccc4cc3O)n2CCOC)s1	i	14%	13%	1.2	23%	-2.0%	-2%	8%	-35	-14
Cc1oc(-c2ccccc2Cl)nc1CS(=O)CC(=O)NCc1cccs1 (stereo not given)	i	-1%	-1%	1.2	15%	-3.9%	-6%	-3%	-9	-3
O=C(Cc1ccccc1F)OCC(=O)N1CCN(C(=O)c2ccco2)CC1	i	5%	0%	1.1	1%	-10%	-6%	-8%	-19	-4
C=CCOC(=O)C(C#N)c1nc2ccccc2nc1N1CCN(c2ccccc2OC)CC1 (stereo not given)	i	-2%	12%	1	-1%	-6.4%	-4%	11%	14	-2
CC1=C(C(=O)Nc2ccc(Br)cc2)C(c2ccco2)NC(=O)N1 (stereo not given)	i	0%	6%	1.1	16%	-0.8%	-3%	2%	13	7
O=S(=O)(c1cc(-c2nnc(-c3ccc(Br)cc3)o2)ccc1Br)N1CCCCCC1	i	-4%	5%	1.1	-3%	3.1%	-1%	-2%	3	-3
O=C(Nc1cccnc1)c1ccc2snnc2c1	i	-2%	5%	1	-3%	-0.4%	3%	-4%	6	13
CC(C)(C)C(=O)N1NC(=Nc2ccccc2)SC1(C)C	i	x	1%	x	1%	x	-5%	x	x	x
Cc1ccc(C)c2[nH]c(=O)c(CN(Cc3cccs3)C(=S)NCc3ccco3)cc12	i	-4%	2%	1.1	2%	0.5%	16%	11%	-9	8
Cc1nc2c(ccc3nc(NC(=O)Cc4ccccc4)sc32)s1	x	-9%	4%	1.1	2%	-0.5%	5%	-1%	57	-17
Cc1cc(C)cc(Oc2coc3cc(OC(=O)c4cccnc4)ccc3c2=O)c1	i	-9%	0%	1.1	-31%	-2.6%	-2%	1%	-3	3

Rewritten with each value named: entries from further up.
NC(=O)c1cccnc1Oc1ccc(Cl)cc1Cl
- Yfh1-off respiration = i
- PMI inhibition = x
- M1AAP inhibition = 5%
- TNAP activation fold = x
- P. falciparum M17LAP = 14%
- XIAP displacement = x
- LYP phosphatase = 0%
- PMI inhibitors = x
- WT yeast gro inh = x
- WT yeast gro inh mutant strain = x
Cc1nc2c(ccc3nc(NC(=O)Cc4ccccc4)sc32)s1
- Yfh1-off respiration = x
- PMI inhibition = -9%
- M1AAP inhibition = 4%
- TNAP activation fold = 1.1
- P. falciparum M17LAP = 2%
- XIAP displacement = -0.5%
- LYP phosphatase = 5%
- PMI inhibitors = -1%
- WT yeast gro inh = 57
- WT yeast gro inh mutant strain = -17

A draw from above in order of count of non-hydrogen atoms, rising.
SMILES	Yfh1-off respiration	PMI inhibition	M1AAP inhibition	TNAP activation fold	P. falciparum M17LAP	XIAP displacement	LYP phosphatase	PMI inhibitors	WT yeast gro inh	WT yeast gro inh mutant strain
O=C(Nc1cccnc1)c1ccc2snnc2c1	i	-2%	5%	1	-3%	-0.4%	3%	-4%	6	13
CC(C)(C)C(=O)N1NC(=Nc2ccccc2)SC1(C)C	i	x	1%	x	1%	x	-5%	x	x	x
COc1ccc(OCCC(=O)NCc2ccccc2)cc1	i	8%	11%	1.2	6%	-6.0%	1%	12%	1	-7
CC1(C)CC(CCC(=O)NC(=S)Nc2ccccc2Cl)C(=O)O1 (stereo not given)	i	4%	8%	1	-2%	-1.7%	-2%	3%	5	-11
CC/C(=N\NC(=O)Nc1nonc1N)c1ccc(OC)c(OC)c1	i	x	9%	x	6%	x	-3%	x	x	x
Cc1oc(-c2ccccc2Cl)nc1CS(=O)CC(=O)NCc1cccs1 (stereo not given)	i	-1%	-1%	1.2	15%	-3.9%	-6%	-3%	-9	-3
O=C(Cc1ccccc1F)OCC(=O)N1CCN(C(=O)c2ccco2)CC1	i	5%	0%	1.1	1%	-10%	-6%	-8%	-19	-4
Cc1cc(C)cc(Oc2coc3cc(OC(=O)c4cccnc4)ccc3c2=O)c1	i	-9%	0%	1.1	-31%	-2.6%	-2%	1%	-3	3
Cc1ccc(C)c2[nH]c(=O)c(CN(Cc3cccs3)C(=S)NCc3ccco3)cc12	i	-4%	2%	1.1	2%	0.5%	16%	11%	-9	8
CCc1nnc(NC(=O)CSc2nnc(-c3cc4ccccc4cc3O)n2CCOC)s1	i	14%	13%	1.2	23%	-2.0%	-2%	8%	-35	-14
C=CCOC(=O)C(C#N)c1nc2ccccc2nc1N1CCN(c2ccccc2OC)CC1 (stereo not given)	i	-2%	12%	1	-1%	-6.4%	-4%	11%	14	-2

Following part.
SMILES	Yfh1-off respiration	PMI inhibition	M1AAP inhibition	TNAP activation fold	P. falciparum M17LAP	XIAP displacement	LYP phosphatase	PMI inhibitors	WT yeast gro inh	WT yeast gro inh mutant strain
CC(C)N(C(=O)COC(=O)c1ccc(Cl)nc1)C(C)C	i	4%	6%	1.1	-4%	1.0%	-1%	-6%	11	14
N#CC(C#N)=C1c2cc(S(N)(=O)=O)ccc2-c2ccc(S(N)(=O)=O)cc21	i	58%*	4%	0.9	3%	-1.9%	-6%	14%	0	9
C=CC[N+]1(CC(=O)NCc2ccc(NC(C)=O)cc2)CCOCC1	i	x	1%	x	-11%	x	-5%	x	x	x
Cc1onc(-c2c(Cl)cccc2Cl)c1C(=O)O/N=C(\C#N)c1c(Cl)cccc1Cl	i	x	1%	x	-3%	x	-4%	x	x	x
COC(=O)c1cc(C#N)c(NCc2ccccc2)nc1C	i	-9%	6%	1.1	-2%	-4.4%	-4%	-10%	6	0
Cc1cc(C)cc(-n2nnnc2SCC(=O)Nc2nc(-c3ccc(F)cc3)cs2)c1	i	8%	13%	1.1	4%	-1.3%	4%	12%	10	15
CCCN(CCC)c1cc(Cl)nc(N)n1	i	21%	2%	1.1	-4%	-6.1%	-4%	6%	-14	-9
C[C@H]1O[C@H](O[C@H]2[C@H](O)[C@@H](O)[C@@H](O[C@H]3[C@H](O)[C@@H](O)C(O)O[C@@H]3CO)O[C@@H]2CO)[C@H](O)[C@@H](O)[C@@H]1N[C@H]1C=C(CO)[C@@H](O)[C@H](O)[C@H]1O (stereo not given in full)	i	-5%	-7%	1.1	-4%	2.9%	-6%	5%	2	-13
CCOC(=O)c1ccc(Oc2c(C)oc3c(CN4CCN(C)CC4)c(O)ccc3c2=O)cc1	i	8%	16%	1.1	-240%	-1.9%	-4%	7%	29	-13
Cc1ccc(S(=O)(=O)C/N=C(/NC(=S)N(c2ccccc2)c2ccccc2)c2ccccc2)cc1	i	-9%	3%	1.2	-6%	-6.3%	-4%	-2%	1	3
CCOC(=O)C(NC(=O)c1ccccc1)=C1C=C(C)OC(C)=C1	i	15%	18%	1.1	1%	-4.1%	-3%	4%	47	44
Cn1c(=O)c(C(=O)CN2CCCc3ccccc32)c(N)n(Cc2ccccc2)c1=O	i	41%	-1%	1.1	-2%	-9.5%	-6%	15%	7	-5
CC1CCN(S(=O)(=O)c2ccc3ncn(CC(=O)N(C)Cc4ccccc4)c(=O)c3c2)CC1	i	6%	3%	1	4%	-2.2%	-8%	15%	-2	6
O=C(O)c1ccc(N2C(=O)CC(N3C(=O)/C(=C/c4ccc(Cl)cc4)SC3=S)C2=O)cc1 (stereo not given)	i	x	13%	x	6%	x	6%	x	x	x
O=C(Nc1cccc(C(F)(F)F)c1)c1cccnc1N1CCN(c2ccccc2)CC1	i	-14%	0%	1	-6%	-4.2%	8%	2%	21	6
O=C(c1ccco1)N1CCN(C(=S)Nc2cccc([N+](=O)[O-])c2)CC1	i	8%	8%	1.1	1%	-8.3%	-4%	6%	5	3

Source: PubChem BioAssay (several laboratories)
